Compound activity from PubChem BioAssay.
ELG1 genotoxic – inducers of genotoxicity in HEK293T ELG1-luciferase cells | HEK293T ELG1-luciferase reporter, luminescence, 16 h | AID 504466 | 330,000 compounds, 1.3% hits | Potency, µM (highest dose often 46 µM), inactives show at the highest dose activity change, positive = activation, actives largely listed as activators; further: potency means the concentration at half of the fitted maximal effect; % of control where 0% means no effect; nearly all actives have a fitted effect of over 60% in size
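Screening used a luciferase reporter fused to human ELG1 in HEK293T cells. Luminescence was read on a CCD plate imager after 16 hr exposure and 30 min ONE-Glo incubation.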
Giardia killer – Giardia lamblia killing. Giardia lamblia trophozoite viability. activity change, % at 7.66 µM, hits read low. 340,000 compounds, 0.15% hits; in the data active means activity change below about -80%; inconclusive means between about -30% and that limit;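 further: parasites exposed to compound for two days anaerobically before the ATP read; on the % scale 0 is the no-effect control and ±100 the full control effect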
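Each well holds 100 Giardia trophozoites and compound. After two days (48 hrs) at 37 deg C in anaerobic conditions, ATP is quantified by luminescence.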
RORg inh – ROR gamma (mouse) transcription inhibition; Drosophila S2 Gal4-RORgamma UAS-luciferase reporter, 20 h; Potency, µM (series often up to 53.6 µM), inactives show at the top dose activity change, negative = inhibition, usual class: inhibitors; 310,000 compounds, 5.4% hits; further: potency means the concentration at half of the fitted maximal effect; on the % scale 0 is the no-effect control and ±100 the full control effect; nearly all actives have a fitted effect of over 60% in size
Target sequence (P51450 whole entry, looked up, the tested form may be a part): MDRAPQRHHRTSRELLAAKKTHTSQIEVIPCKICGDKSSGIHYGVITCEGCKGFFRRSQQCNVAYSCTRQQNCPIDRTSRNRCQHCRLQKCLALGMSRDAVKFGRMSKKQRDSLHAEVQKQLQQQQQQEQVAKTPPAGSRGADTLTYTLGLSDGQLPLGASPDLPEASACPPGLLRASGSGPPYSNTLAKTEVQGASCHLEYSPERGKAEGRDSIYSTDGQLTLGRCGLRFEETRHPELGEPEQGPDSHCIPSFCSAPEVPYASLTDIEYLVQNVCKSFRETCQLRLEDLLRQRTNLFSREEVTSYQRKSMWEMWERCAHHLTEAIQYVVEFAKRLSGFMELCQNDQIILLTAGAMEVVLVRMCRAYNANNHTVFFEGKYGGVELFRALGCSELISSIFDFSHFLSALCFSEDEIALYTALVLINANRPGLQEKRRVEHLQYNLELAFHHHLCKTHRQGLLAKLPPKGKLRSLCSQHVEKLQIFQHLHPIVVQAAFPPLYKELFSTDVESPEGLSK
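Drosophila Schneider cells stably carrying a metallothionein-driven Gal4 DBD–ROR gamma fusion and a UAS-Photinus luciferase reporter were exposed to compound for 1 hr, then induced with copper sulfate (700 uM final) for 20 hr at ambient temperature before luminescence reading.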
Menin-MLL TR inh – displaces Texas Red mutant MLL peptide from human menin; 270,000 compounds, 0.23% hits; Potency, µM (titrated, usually from 61.6 µM), for the others: at the highest dose FP activity change, negative = inhibition, actives largely listed as inhibitors; Menin + Texas Red MLL mutant peptide, fluorescence polarization; active means well fitted inhibition curve with a large enough effect in the polarisation, with a control signal flat, not every such curve was filed as active; inconclusive means small, poorly fitted or top-dose-only effect, or effect the other way, or a change in a side signal; inactive means no such curve, though single readings can be large or run the other way; the % refers to the polarisation; further: potency means the concentration at half of the fitted maximal effect; % of control where 0% means no effect; many of its hits are not listed in these tables
Gal4-VP16 FLuc – inhibits Gal4-VP16 luciferase reporter, ROR gamma counter-screen; Drosophila S2 Gal4-VP16 UAS-luciferase, luminescence, 20 h; Potency, µM (series often up to 53.6 µM), for inactives: top-dose activity, negative = inhibition, actives largely listed as inhibitors; 310,000 compounds, 3.5% hits; AID 2546;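 further: Gal4-VP16 expression switched on by copper sulfate through the metallothionein promoter; potency means the concentration at half of the fitted maximal effect; on the % scale 0 is the no-effect control and ±100 the full control effect; nearly all actives have a fitted effect of over 50% in size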
FLuc modulator – inhibits or activates purified firefly luciferase, miR-21 counter-screen. purified FLuc, Km substrates, luminescence inhibition. Potency, µM (highest dose often 57.5 µM), for inactives: at the top dose activity change, negative = inhibition, usual class: inhibitors. 360,000 compounds, 6.9% hits;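 further: potency means the concentration at half of the fitted maximal effect; plate controls were vehicle for no effect and reference inhibitor for full effect; nearly all actives have a fitted effect of over 55% in size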
Target sequence (P08659 whole entry, looked up): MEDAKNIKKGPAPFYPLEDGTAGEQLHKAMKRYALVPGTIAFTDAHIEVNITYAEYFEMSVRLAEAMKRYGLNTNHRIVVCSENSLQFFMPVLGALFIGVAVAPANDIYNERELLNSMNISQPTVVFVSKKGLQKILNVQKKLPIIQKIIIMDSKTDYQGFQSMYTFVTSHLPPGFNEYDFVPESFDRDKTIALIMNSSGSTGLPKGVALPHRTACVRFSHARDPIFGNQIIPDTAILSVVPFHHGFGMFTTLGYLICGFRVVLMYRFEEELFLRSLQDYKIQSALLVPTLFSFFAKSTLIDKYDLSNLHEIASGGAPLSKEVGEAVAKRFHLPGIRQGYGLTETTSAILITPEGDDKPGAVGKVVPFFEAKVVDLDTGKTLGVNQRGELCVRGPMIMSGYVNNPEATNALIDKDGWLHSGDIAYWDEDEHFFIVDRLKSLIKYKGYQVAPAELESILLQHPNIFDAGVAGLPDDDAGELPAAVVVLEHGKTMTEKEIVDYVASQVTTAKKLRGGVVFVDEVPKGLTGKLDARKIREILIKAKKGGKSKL
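Biochemical qHTS of compounds, final roughly 60 µM downward over six points, against 10 nM purified firefly luciferase using Km concentrations of substrates (10 uM D-luciferin, 10 uM ATP) in Tris acetate pH 7.5 buffer; luminescence output.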
p53 reactivator – restores transcriptional activity of mutant p53. Potency, µM (doses to about 92.2 µM), for the others: at the top dose activity change, positive = activation, hits mostly activators. H1299 p53-A138V BP100-luciferase reporter, luminescence, 24 h. 320,000 compounds, 0.063% hits; further: potency means the concentration at half of the fitted maximal effect; % of control where 0% means no effect; nearly all actives have a fitted effect of over 45% in size
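H1299 (p53-null), stable ts p53-A138V + BP100-Luc; 1000 cells/well, Opti-MEM/10% FBS; cpd 4 pt, 1:5; 24 h, 37 deg C, 5% CO2; detection reagent 10 min RT; luminescence.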
Rab9 promoter act – Rab9 promoter activation | Huh7 Rab9 promoter-luciferase reporter, luminescence, 24 h | Potency, µM (titrated, usually from 9.22 µM), without a hit: at the top dose activation, negative = inhibition, usual class: activators | 320,000 compounds, 2.8% hits | AID 485297; further: potency means the concentration at half of the fitted maximal effect; % of control where 0% means no effect; nearly all actives have a fitted effect of over 60% in size
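Huh7 reporter line, Rab9 promoter upstream of luciferase. Compound exposure 24 h at 37 °C in reduced-serum medium with 10% FBS. Read-out: luminescence.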
NPC1 prom act – NPC1 promoter activation | 320,000 compounds, 2.4% hits | Huh7 NPC1 promoter luciferase reporter, 24 h | Potency, µM (highest dose often 9.22 µM), for inactives: at the top dose activation, hits mostly activators;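 further: potency means the concentration at half of the fitted maximal effect; % of control where 0% means no effect; nearly all actives have a fitted effect of over 60% in size; reporter is driven by a mutant NPC1 promoter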
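Huh7 reporter cells (NPC1 promoter driving luciferase) are dosed with compound for 24 h at 37 °C, 5% CO2; luciferase detection reagent is then added and luminescence measured after 10 min at ambient temperature.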
PKM2 act – increases activity of human pyruvate kinase M2. P14618. purified PKM2, Kinase-Glo ATP luminescence, activation; response scale: 0% is enzyme alone, no compound. Potency, µM (doses to about 57.5 µM), for the others: at the top dose activation, hits mostly activators. 260,000 compounds, 0.34% hits. AID 1631; further: potency means the concentration at half of the fitted maximal effect; on the % scale 0 is the no-effect control and ±100 the full control effect; nearly all actives have a fitted effect of over 55% in size
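ATP formation by purified human PK-M2, quantified via coupled luciferase luminescence after 1 h at room temperature with 0.1 mM ADP and 0.5 mM PEP final.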
BRCA1 expr act – activators of BRCA1 expression; MCF7-BRCA1-FFLuc reporter, luminescence, 48 h; response scale: scaled: vehicle 0%, 10 µM genistein 100%; Potency, µM (top dose mostly 46.1 µM), for inactives: at the top dose activation, usual class: activators; 380,000 compounds, 1.1% hits; AID 624202; further: potency means the concentration at half of the fitted maximal effect; nearly all actives have a fitted effect of over 80% in size; some results filed as inactive show a strong effect at the top dose
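Luminescence from a BRCA1-driven firefly luciferase in MCF7 cells was read after 48 h compound exposure at 37 C. Data normalized against DMSO and a 10microM genistein activation control, then curve-fitted across the titration.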
Starred values were filed as active, the others as inactive; ? = inconclusive; / = not tested or not shown; [ ] = dose if it differs, or a comment. Unless noted, the call rests on the fitted dose curve; in most records, active means well fitted curve in the direction sought with a large enough effect; inconclusive means small, poorly fitted or top-dose-only effect, or another doubt; inactive means no such curve, though single readings can be large; an effect the other way counts as inactive or inconclusive. A portion of the library; count on the stated rates, not on these rows.

mol	ELG1 genotoxic	Giardia killer	RORg inh	Menin-MLL TR inh	Gal4-VP16 FLuc	FLuc modulator	p53 reactivator	Rab9 promoter act	NPC1 prom act	PKM2 act	BRCA1 expr act
CC1CCCCN1C(=O)c1ccc(COc2ccc([N+](=O)[O-])cc2)o1 (configuration not stated)	-2%	0	?	-7%	-18%	-6%	-14%	-3%	0%	-20%	7%
Nc1c(C(=O)N2CCCC2)sc2nc3c(cc12)CCCCCC3	14%	11	-28%	-6%	?	?	7%	4µM*	3.2µM*	-8%	4.5µM*
CC(C)NC(=O)c1cc2n(n1)C(C(F)(F)F)CC(c1ccco1)N2 (configuration not stated)	7%	-5	6%	-16%	4%	4%	2%	-10%	-1%	7%	1%
O=C(c1cc2c(s1)CCCC2)N1CCN(c2ccccc2)CC1	13%	-19	1%	?	-8%	?	8%	-12%	2%	1%	49%
CC1CC(C)CN(S(=O)(=O)c2ccc(C(=O)NCc3ccc4c(c3)OCO4)cc2)C1 (configuration not stated)	0%	-6	27%	-4%	-1%	3%	0%	-9%	0%	-8%	-34%
CCn1c(SCC(=O)Nc2ccc(C(C)=O)cc2)nc2c([nH]c3ccccc32)c1=O	16µM*	6	?	/	?	3%	11%	19%	-1%	0%	-60%
O=C(/C=C/c1ccc(S(=O)(=O)NCc2ccco2)cc1)NCc1ccccc1Cl	2%	-7	?	17%	-9%	-1%	-13%	8%	-5%	11%	-2%
Cn1ncc(Cl)c1C(=O)Nc1cccc(Cl)c1	0%	1	-21%	-21%	-11%	-8%	16%	-5%	0%	-2%	-49%
Fc1cccc(CSc2nnc3ccc(-c4ccncc4)nn23)c1	-1%	-1	-12%	1%	-7%	-5%	0%	-4%	-3%	10%	0%
COc1cc(NC(=O)c2ccccc2F)ccc1NC(=O)c1cc2ccccc2o1	7%	-23	?	6%	13µM*	4%	25%	6%	-7%	2%[11.5 µM]	24%
CCCn1c(=O)[nH]c(=O)c2c1nc(-c1ccc(C#N)cc1)n2CCOC	3%	-1	4%	0%	-16%	1%	-4%	0%	-4%	-8%	6%
Cc1ccc(NC(=O)CSc2n[nH]c(-c3ccncc3)n2)cc1	-3%	3	15%	-1%	0%	?	-18%	0%	0%	-1%	-3%
CCCN(C(=O)c1cccc(S(=O)(=O)N2CCCc3ccccc32)c1)C1CCS(=O)(=O)C1 (configuration not stated)	-2%	4	/	/	/	3%	5%	-1%	-1%	/	-1%
COc1ccccc1Nc1nc(N)nc(CSC(=S)N2CCCCC2)n1	14%	8	-44%	/	-20%	17µM*	17%	21%	6%	0%	?
Cc1ccnc(NC(=O)C2(c3cccs3)CCOCC2)c1	2%	1	10%	-13%	-1%	3%	-3%	-3%	-1%	1%	4%
COc1ccc2c(=O)c3c(=O)n(-c4ccccc4)c(-c4ccc(C)cc4)nc3oc2c1	2%	26	-1%	/	8%	0%	1%	9%	4%	-3%	18%
O=C(/C=C/c1ccccc1)Nc1scc(-c2ccccc2)c1C(=O)O	12%	-13	-33%	?	?	3µM*	1%	1.6µM*	2.5µM*	-5%	?
COCCCNC(=O)CCn1c(=O)c2ccccc2n(CC(=O)Nc2c(C)cccc2C)c1=O	-3%	0	-21%	-3%	5%	3%	0%	1%	-1%	3%	-30%
Cc1nc(SCC(=O)NCC2CCCO2)c2c3c(sc2n1)CCC3 (configuration not stated)	-3%	-5	-40%	/	11%	1%	0%	-3%	-4%	-6%	-35%
CC(C)CN=CC1=C(O)c2ccccc2C1=O	?	-23	-25%	/	-22%	12µM*	9%	1µM*	1.8µM*	-16%	?
C[C@]12CCC3C(CC[C@H]4CC(O)CC[C@]34C)C1CC/C2=N/O (some centres not stated)	-1%	1	-32%	5%	6%	?	-3%	-8%	-1%	/	1%
CCCNC(=O)c1cc2nc(-c3ccccc3)cc(C(F)(F)F)n2n1	-1%	-15	44%	8%	2%	-3%	14%	-2%	2%	4%	4%
CC(SCC(=O)NC(C)C1CC2CCC1C2)C(=O)O (configuration not stated)	2%	-5	-9%	0%	-7%	4%	-6%	-1%	0%	-11%	-11%
Cc1ccc(C(C)(C)NC(=O)C2CCC(=O)N(CCCN3CCOCC3)C2)cc1 (configuration not stated)	-1%	14	-9%	-7%	2%	1%	-3%	0%	0%	/	24%
CCN1CCCC1CNC(=O)C(NC(=O)C1CCC(C)CC1)C(C)C (configuration not stated)	-2%	23	23%	37%[activator]	-2%	0%	-14%	-3%	3%	-8%	11%
Cc1cccc(-c2nnc(SC(C)C(=O)N3CCOCC3)o2)c1 (configuration not stated)	-1%	2	1%	/	-6%	-1%	-2%	1%	-2%	6%	90%
Cc1ccc(C(C)C)c(OCc2nnc3n2CCCCC3)c1	2%	5	-1%	-16%	1%	-10%	-11%	-2%	-3%	5%	-42%
COc1ccc(C(=O)NC(C)c2ccc(-n3ccnc3)cc2)c(OC)c1OC (configuration not stated)	8%	-3	-4%	/	-11%	1%	-4%	7%	-2%	3%	-23%
CCCCCCCCc1nnc(NC(=O)c2ccco2)s1	-1%	-4	-32%	-1%	-2%	2%	2%	6%	1%	5%	-1%
CC1(N(O)C=C2C=CC(=O)C=C2)CCCCC1=O (configuration not stated)	0%	18	14%	/	-3%	0%	1%	-1%	-1%	-4%	6%
CCOC(=O)N1CCN(Cc2c(F)cccc2F)CC1	-6%	-11	-5%	-1%	2%	5%	-3%	-7%	-2%	2%	9%
C/C(=N/NC(=O)c1ccccc1)c1ccc(NC(=O)C(F)(F)F)cc1	?	4	-35%	?	4%	5%	6%	?	17%	3%	33%
Cc1cccc(NC(=O)CSCC(=O)N2CCN(Cc3ccc4c(c3)OCO4)CC2)c1	13%	-18	/	/	/	4%	-3%	0%	14%	/	4%
C[C@@]12C(=O)N(c3cccc(Br)c3)C(=O)N1[C@H](c1ccc(Cl)cc1)[C@@H]1C(=O)N(C3CCCCC3)C(=O)[C@@H]12	-7%	19	23%	7%	-7%	-1%	/	-5%	-2%	0%	0%
Cc1ccccc1C(=O)Nc1cccc(C(=O)N/N=C/c2cc(Cl)cc([N+](=O)[O-])c2O)c1	14%	0	1.1µM*	?	2.5µM*	21µM*	5%	1%	1%	-3%	-38%
CCc1cc2ccccc2nc1SCC(=O)Nc1cc(C)on1	2%	8	-24%	?	-9%	2%	-3%	-2%	-6%	-2%	-4%
CCOC(=O)Cc1csc(NS(=O)(=O)c2ccc(F)cc2)n1	0%	-30	1%	38%[activator]	-2%	1%	-3%	-12%	7%	9%	8%
CC(NC(=O)CCn1c(=S)[nH]c2ccsc2c1=O)c1ccccc1 (configuration not stated)	1%	2	-25%	6%	-1%	-16%	0%	-5%	-3%	6%	-5%
CCN(CC)C(=O)c1nn(-c2ccccc2)c2c1C1CCC2(C)C1(C)C (configuration not stated)	3%	-8	-2%	?	0%	-2%	2%	-3%	-26%	9%	-46%
COc1ccc(C(=O)NC2CCSc3ccccc32)cc1F (configuration not stated)	9%	-3	36%	-5%	8%	-17%	1%	2%	-2%	0%	-3%
O=C1CCCc2nc(N3CCN(c4ccccc4)CC3)ncc21	4%	-17	6%	15%	-8%	4%	-3%	17%	1%	-5%	65%
Cc1cc(C)c2sc(N(CCCN(C)C)C(=O)c3ccc(S(=O)(=O)N4CCCc5ccccc54)cc3)nc2c1	-4%	10	/	/	/	4%	0%	-9%	0%	/	-90%[inhibitor]
C=CCN(CC=C)C(=O)C1CCC(C(=O)N(CC=C)CC=C)CC1 (configuration not stated)	7%	0	?	16%	-9%[0.365 µM]	8%	-8%	-5%	4%	-18%	-16%
Cc1cc(C)nc(/N=C(\N)N2CCCCC2)n1	-7%	8	-42%	37%[activator]	2%	-7%	0%	-1%	-1%	1%	8%
Cc1ccccc1NC(=O)c1ccc(N/N=C/c2ccccc2O)c([N+](=O)[O-])c1	6%	-16	19%	?	-24%	2%	3%	-2%	3%	-2%	1%

Part of the list above, field by field.
O=C1CCCc2nc(N3CCN(c4ccccc4)CC3)ncc21
  ELG1 genotoxic: 4%
  Giardia killer: -17
  RORg inh: 6%
  Menin-MLL TR inh: 15%
  Gal4-VP16 FLuc: -8%
  FLuc modulator: 4%
  p53 reactivator: -3%
  Rab9 promoter act: 17%
  NPC1 prom act: 1%
  PKM2 act: -5%
  BRCA1 expr act: 65%

Cc1cc(C)c2sc(N(CCCN(C)C)C(=O)c3ccc(S(=O)(=O)N4CCCc5ccccc54)cc3)nc2c1
  ELG1 genotoxic: -4%
  Giardia killer: 10
  RORg inh: /
  Menin-MLL TR inh: /
  Gal4-VP16 FLuc: /
  FLuc modulator: 4%
  p53 reactivator: 0%
  Rab9 promoter act: -9%
  NPC1 prom act: 0%
  PKM2 act: /
  BRCA1 expr act: -90%[inhibitor]
